TAG inh = inhibitors of triacylglycerol accumulation, primary screen, cell-based, uHTS, fluorescence, H9c2. H9c2 cells, Nile Red lipid (TAG) fluorescence; cells loaded with 200 µM oleic acid. inhibition, % at 12.5 µM. actives 0.66% (n = 230,000). AID 651582, 2012;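 active means pattern-corrected inhibition of lipid staining of at least 50% with the nuclear-stain viability signal not falling by more than 50%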;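 further: 0% = DMSO wells and 100% = triacsin C control wells; some results filed as inactive read as strong as hits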
TAG inh DAPI viability = also measured in TAG inh; calls as there; DAPI nuclei signal change (viability), lower = more cytotoxic, %;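 whole-well DAPI fluorescence read on a plate reader as a viability signal; minus 50 percent equals half of cells still viable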
* marks the source's active call; other numbers are inactive results.

smiles,TAG inh DAPI viability,TAG inh
CCOc1ccc(CCNC(=O)CN2C(=O)NC3(CCCC3)C2=O)cc1OCC,3,21
CCOC(=O)N1CCN(C(=O)COc2ccc(S(=O)(=O)NC(C)C)cc2)CC1,-2,-27
Cc1nc(C2CC(=O)OC23CCCCC3)cs1 (stereo not given),4,-3
Cc1cccc(C(=O)NCC(=O)N(C)CC(=O)Nc2ccc(N3CCOCC3)cc2)c1,0,-13
O=C(COC(=O)Cc1ccc(Cl)cc1)Nc1ccc2[nH]c(=O)[nH]c2c1,2,2
CCn1c(O)c(C=Nc2ccccc2)sc1=O,1,25
CN(c1ccccc1)S(=O)(=O)c1cccc(NC(=O)c2ccc(=O)[nH]c2)c1,-6,-14
COc1cc2c(cc1NC(=O)C(F)(F)F)-c1ccc(NC(=O)C(F)(F)F)cc1C2,8,6
COc1ccc(CNC(=O)COC(=O)c2c(NC(C)=O)sc(C)c2C)cc1OC,-12,-11
Cc1ccc(NC(=O)CSc2ccc(-c3ccccn3)nn2)cc1,0,-1
CC(C)C(NC(=O)OCc1ccccc1)C(=O)OCC(=O)N1C(C)CCCC1C (stereo not given),7,-9
CC(=O)Nc1ccc(-n2c(C)nc(=O)c(-c3ccccc3)c2C)cc1,4,-7
CC(=O)Nc1ccc(NC(=O)C(C)OC(=O)C2CCCC2)cc1 (stereo not given),-1,-5
Cc1ncc(C[n+]2csc(CCOC(=O)CC3C4CC5CC(C4)CC3C5)c2C)c(N)n1 (stereo not given),0,-3
Oc1c(C=Nc2ccccc2Cl)[nH]c2ccccc12,-7,3
O=C(COC(=O)COc1ccc(Cl)cc1Br)NCCC1=CCCCC1,-3,-1

Next section, overlapping the part above by three compounds.
smiles,TAG inh DAPI viability,TAG inh
Cc1ncc(C[n+]2csc(CCOC(=O)CC3C4CC5CC(C4)CC3C5)c2C)c(N)n1 (stereo not given),0,-3
Oc1c(C=Nc2ccccc2Cl)[nH]c2ccccc12,-7,3
O=C(COC(=O)COc1ccc(Cl)cc1Br)NCCC1=CCCCC1,-3,-1
Cc1ccc(C2=[N+]([O-])C3(CCCCC/C3=N\NC(N)=O)N(O)C2(C)C)o1 (stereo not given),4,-12
Cc1ccc(SCC(=O)Nc2ccccc2C(=O)O)cc1,13,-11
Cc1sc2ncnc(SCC(=O)N3CCCC(C(F)(F)F)C3)c2c1C (stereo not given),2,1
CC(=O)N1N=C(C)CC1c1ccc(O)cc1 (stereo not given),-7,5
CCOC(=O)c1oc2ccc(Br)cc2c1NC(=O)CN1CCN(C)CC1,-1,45
COc1cc(/C=N/NC(N)=O)cc(Br)c1OCc1ccccc1C,-4,8
CN1CCN(Cc2cn(C)nc2-c2ccccc2F)CC1c1ccccc1 (stereo not given),8,-3
O=C(NNC(=S)Nc1ccccc1)c1cc(Br)ccc1Cl,-5,7
Clc1ccc(-c2cc(-c3ccccn3)on2)c(Cl)c1,-2,11
COc1ccc(NC(=O)C2CCCN(c3cc(C)nc4ncnn34)C2)cc1 (stereo not given),-20,17
CC(C)CC(OC(=O)c1cccs1)C(=O)NCC1CCCO1 (stereo not given),-4,14
C/C(=C\c1cc(C(=O)O)c(C)o1)CO,2,-4
CCCS(=O)(=O)NC(=O)C1(C)CCCN(C(=O)c2ccc3c(c2)OCO3)C1 (stereo not given),-12,15
Cc1ccc(NC(=O)C2CCN(C(=O)NC3CCCCC3)CC2)cc1,-5,-2
CSc1nc(C)nc(C2CC2)c1C#N,-2,0
N#CCC(=O)N/N=C/c1ccc(SCC(=O)Nc2ccccc2)o1,17,-6

Compounds from the list above that have bromine:
smiles,TAG inh DAPI viability,TAG inh
O=C(COC(=O)COc1ccc(Cl)cc1Br)NCCC1=CCCCC1,-3,-1
CCOC(=O)c1oc2ccc(Br)cc2c1NC(=O)CN1CCN(C)CC1,-1,45
COc1cc(/C=N/NC(N)=O)cc(Br)c1OCc1ccccc1C,-4,8
O=C(NNC(=S)Nc1ccccc1)c1cc(Br)ccc1Cl,-5,7

The list goes on.
smiles,TAG inh DAPI viability,TAG inh
COc1ccc(S(=O)(=O)N2CCC3(CC2)OCCN3S(=O)(=O)c2ccc(OC)cc2)cc1,-3,0
N=c1nc2n(cc1F)C1OC(CO)C(O)C1O2 (stereo not given),-26,27
CCN(CC)CCn1c(=N)n(CC(=O)c2ccc(Br)s2)c2ccccc21,-10,41
C[C@H]1CN([C@@H](C)CO)C(=O)CCCn2nncc2CO[C@@H]1CN(C)C(=O)Nc1cccc2ccccc12,-2,-2
CN(c1ccccc1)S(=O)(=O)c1cc(C(=O)NCc2ccco2)ccc1Cl,0,3
O=C(CN1C(=O)c2ccc([N+](=O)[O-])cc2C1=O)Nc1cc(S(=O)(=O)N2CCOCC2)ccc1Cl,-6,0
O=C(CN1C(=O)COc2ccc(Cl)cc21)NC1CC1,-8,-13
O=C(Nc1ccccc1Cl)c1ccccc1CC(O)(c1ccccc1)c1ccccc1,-4,-7
O=C(COC(=O)c1ccc2c(c1)C(=O)N(Cc1ccncc1)C2=O)Nc1cccc2ccccc12,-1,-7
CC1(C)CC(=O)C(C=Nc2ccc(O)c(N=CC3=C(O)CC(C)(C)CC3=O)c2)=C(O)C1,-7,29
CC1(C)CC(=O)N(c2ccc(C#N)cc2)C(=O)C1,0,-3
Cc1cccc(CN(CC(=O)N/N=C/c2ccco2)S(=O)(=O)c2ccc(Cl)cc2)c1,-4,-29
COc1ccc2cc(CN(CC3CCCO3)C(=O)Nc3ccccc3)c(=O)[nH]c2c1 (stereo not given),2,-11
COCC(=O)Nc1ccc2c(c1)OCC(=O)N2Cc1ccccc1F,4,-9
C=CCn1c(SCC(=O)N2CC(=O)Nc3ccccc32)nc2scc(-c3cccs3)c2c1=O,-1,12
Cc1cccc(Nc2nc(N)nc(CCl)n2)c1C,-36*,80*
Cc1cc(-c2nc3c4c5c(sc4[nH]c(=O)n3n2)CCC5)c(C)o1,8,-1
O=c1[nH]c2ccccc2nc1NCCN1CCOCC1,-3,6
O=C(Cn1cc([N+](=O)[O-])cn1)N1CCc2ccccc2C1,3,4
CSc1sc(-c2ccnc(=S)[nH]2)c(-c2ccccc2)c1C#N,-19*,75*
COCCN1C(=O)c2cc(C(=O)Nc3cccc(F)c3)ccc2C1Nc1cccc(F)c1 (stereo not given),-3,13
COc1cccc(S(=O)(=O)N(C)C[C@H]2Oc3ncc(Br)cc3C(=O)N([C@@H](C)CO)C[C@@H]2C)c1,-3,5
CC(NC(=O)c1ccccc1)C(=O)Nc1ccccc1 (stereo not given),5,-13
Cc1ccc(-c2csc(NC(=O)CN3C(=O)CCC3=O)n2)cc1,-5,12
CC1Oc2ccc(C#N)cc2N(Cc2ccc(F)cc2)C1=O (stereo not given),5,-8
CC(C)(C)c1ccc(CC(=O)N2CCC2(C)C(=O)NS(=O)(=O)c2ccccc2C(F)(F)F)cc1 (stereo not given),1,7
O=C(c1ccccn1)c1ccc2ccccc2n1,6,-8
Cc1cc(NC(=O)CSc2nc(C(C)C)nc3sc4c(c23)CCC(C)C4)no1 (stereo not given),1.9*,65*
CC(C)C(C(=O)Nc1ccccc1F)N1C(=O)c2ccccc2C1=O (stereo not given),-5,7
CC1CN(C(=O)COC(=O)[C@@H](NC(=O)c2ccccc2Cl)C(C)C)CC(C)O1 (stereo not given in full),-1,-11
CC[C@@]12C(=O)N(c3ccccc3)C(=O)N1[C@H](c1cccc(C)c1)[C@@H]1C(=O)N(Cc3ccccc3)C(=O)[C@@H]12,-9,-2
CCn1ncc(/C=N\NC(=O)c2ccc3c(c2)c(C)c(C)n3Cc2ccccc2)c1C,15,-18

Shown with two lines to a compound: part of the list above.
Each structure is followed by: TAG inh DAPI viability	TAG inh
- COc1cc2c(cc1NC(=O)C(F)(F)F)-c1ccc(NC(=O)C(F)(F)F)cc1C2
  8	6
- CCn1c(O)c(C=Nc2ccccc2)sc1=O
  1	25

Later entries
smiles,TAG inh DAPI viability,TAG inh
C/C(=N\NC(=O)c1cc(C)oc1C)c1ccc(C)c([N+](=O)[O-])c1,-8,-22
COC(=O)CSc1cc(C)nc(NC(C)=O)n1,-6,7
CN(CC(=O)Nc1ccccc1Cl)C(=O)CSc1nncs1,-4,2
c1ccc(CCNc2ccnc3cc4ccccc4cc23)cc1,77*,104*
CC(C)N=c1c([N+](=O)[O-])nn(C)n1O,11,0
O=C(C1CC1)N1CCc2cc(Br)cc(S(=O)(=O)NCc3ccccn3)c21,4,-11
O=C(CS(=O)(=O)c1c[nH]c2ccccc12)N1CCCc2ccccc21,3,-11
CCOc1ccc(NS(=O)(=O)c2cc(NC(=O)CCS(=O)(=O)c3ccc(C)cc3)ccc2OC)cc1,-4,2
O=C(COC(=O)CNC(=O)c1ccc(Cl)cc1Cl)NC(=O)NC1CCCCC1,2,-8
Cc1cccc(-c2nc(C#N)c(NC3CCCCC3)o2)c1,13,20
Cc1cc([N+](=O)[O-])nn1Cc1ccc(C(=O)N/N=C/c2ccc(F)cc2)cc1,-4,6
COc1ccc(NC(=O)COc2cccc3c2CCN(Cc2cccnc2)C3=O)c(OC)c1,-4,12
COc1ccc(C)cc1-n1nnnc1SCc1csc(C)n1,-10,-4
CN(Cc1cnn(C)c1)C(=O)c1sc2cccc(Cl)c2c1Cl,-6,13
Cc1nnc(NC(=O)CC23CC4CC(CC(C4)C2)C3)s1,-14,1
Cc1ccnc(NC(=O)c2cccc(NC(=O)c3ccccc3C)c2)c1,-3,0
Cc1cc(NC(=O)CSCC(=O)OCc2nnc(-c3ccccc3)o2)no1,-1,-21
COc1ccccc1N1CCN(C(=O)c2ccc(Cn3c(=O)[nH]c4ccsc4c3=O)cc2)CC1,-6,10
CN1CC(=O)N(CC(=O)NCc2ccc3c(c2)OCO3)C1=O,-9,-15
COc1ccc(CNC(=O)C2CCCN(S(=O)(=O)c3ccccc3)C2)cc1 (stereo not given),-1,-5
CC(C(=O)NC1CCCC1)N1CCN(S(=O)(=O)c2ccc(C(C)(C)C)cc2)CC1 (stereo not given),-8,8
O=C(c1cc(COc2ccc(F)cc2F)on1)N1CCSCC1,15,-1
O=C(/C=C/c1ccccc1[N+](=O)[O-])OC1CCCCC1=O (stereo not given),-2,10
Oc1ccc(C[C@H]2CNC(=S)N2CC2CCCN2C[C@H](Cc2ccc(O)cc2)N2C[C@H](Cc3ccccc3)N(CC3CCCCC3)C2=S)cc1 (stereo not given in full),-40,-8
CCCOc1ccc(NC(=O)c2c(-c3ccccc3)noc2C)cc1,-10,-22
CC1=C(c2ccc(C)cc2)[N+](=O)C(C)(C)N1[O-],9,-10
CC(C)(C)OC(=O)N1CCC2(CC1)Oc1ccc(F)cc1C(=O)C21CC(c2cccnc2)=NO1 (stereo not given),-25,27
COc1ccc(-c2cc(C(F)(F)F)nc(N)n2)cc1,4,7
COc1ccc(CNC(=O)Cn2ccc(NC(=O)OCc3ccccc3)nc2=O)cc1,-5,2
CCCCNC(=O)C(C)N(CCN(C)C)C(=O)CCCN1C(=O)NC(c2ccc([N+](=O)[O-])cc2)C(C(=O)OCc2ccccc2)=C1C (stereo not given),-4,31
Cc1ccc2nc(NC(=O)C3CCN(C(=O)c4ccc(F)cc4)CC3)sc2c1,4,9
O=C(COC(=O)Cc1n[nH]c(=O)c2ccccc12)Nc1c(Cl)cccc1C(F)(F)F,-6,8
CSc1ccc(CN2CCC2(C)C(=O)Nc2ccc3c(c2)OCO3)cc1 (stereo not given),-13,5
COc1ccc(C(=O)CCc2ccc(OC)c(OC)c2)cc1,3,-8
CSc1nnc(C)c(=O)n1COC(=O)/C=C/c1ccc2c(c1)OCO2,13,-7
Cc1ccc2c(CSc3nc4ccccc4c(=O)n3CCCO)cc(=O)oc2c1,83,14
Brc1ccc(-c2ccc(/C=N/Nc3nncc(-c4ccccc4)n3)o2)cc1,-5,28
CNC(=S)N1CCN(c2nc3ccccc3s2)CC1,4,-13
CC(C)(C)C(=O)N1CCN(c2ccc([N+](=O)[O-])c(NCc3cccnc3)c2)CC1,3,-13
COC(=O)CNC(=O)C1Nc2ccccc2C2C=CCC12 (stereo not given),11,-15
CC(=O)Nc1ccc(S(=O)(=O)Oc2ccccc2N2CCCCC2)cc1,-1,-9
O=C(C[C@@H]1C/C=C\C[C@@H](Cc2ccc(F)cc2)C(=O)OC[C@H]2CCCN2C1=O)N[C@H](CO)Cc1ccccc1,2,-3
O=C(O)c1cc(N/N=C/c2cccnc2)ccc1Cl,4,-3
C/C(=N\NC(=O)c1cc(Cl)ccc1O)c1ccc(Br)s1,-8,0
Cc1cc(=O)nc2c3ccccc3n(C(C)C(=O)Nc3c(F)c(F)c(F)c(F)c3F)n12 (stereo not given),1,-3
COCCN1C[C@@H](CO)O[C@@H](n2cnc3c(NCCN(C)C)ncnc32)C1,-13,-2

Only part of the results is shown, so the mix of outcomes need not match the whole.
